# PrPC surface inh: inhibitors of human cell surface prion protein PrPC, primary screen, cell-based, TR-FRET; AID 720596, 2013; 370,000 tested, 0.43% active; inhibition, % at 13.8 µM; TR-FRET read-out; in the data active = inhibition above about 24%; also: 0% = median of the test wells and 100% = reference compound wells
# SARS 3CLpro inh: SARS-CoV 3CLpro protease inhibitors, primary screen, biochemical, quenched FRET; Replicase polyprotein 1ab (Severe acute respiratory syndrome coronavirus), P0C6X7; recombinant SARS-CoV 3CLpro, quenched FRET peptide cleavage; inhibition, % at 6 µM; 290,000 tested, 0.14% active; AID 1706, 2009; in the data active = inhibition above about 12%
# SSB-PriA inh: inhibitors of Klebsiella pneumoniae PriA binding to SSB C-terminal tail, primary screen, biochemical, AlphaScreen | PriA–SSB C-terminal tail interaction (Klebsiella pneumoniae) | AlphaScreen SSBct-PriA binding, biotinylated peptide | inhibition, % at 33 µM | 430,000 tested, 0.6% active | AID 1272365, 2023; in the data active = inhibition mostly above about 37%, no sharp cut-off; inactive = mostly below about 20%;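 also: plate controls were negative control peptide for no effect and reference peptide for full effect; strong numbers were not always called active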
# CCHF vOTU inh: CCHFV vOTU protease inhibitors, primary screen, biochemical, Pep-AMC substrate, fluorescence. Crimean-Congo hemorrhagic fever virus L polyprotein viral ovarian tumor (vOTU) protease …. inhibition, % at 11.5 µM. 370,000 tested, 0.55% active; in the data active = inhibition above about 30%; also: 0% = vehicle wells with enzyme and 100% = no enzyme wells
# BoNT F protease: BoNT/F light chain protease inhibitors, primary screen, biochemical, flow cytometry, MLPCN library. Botulinum neurotoxin type F light chain protease (Clostridium botulinum). Multiplex microsphere protease cleavage assay. inhibition, % at 10 µM. 360,000 tested, 0.22% active. AID 588497, 2011; in the data active = inhibition above about 35%, passing the limit was not always enough; inconclusive = no clear call, values can overlap the other calls; also: plate controls were buffer without enzyme for full effect and enzyme alone for no effect
# BoNT A protease: BoNT/A light chain protease inhibitors, primary screen, biochemical, flow cytometry, MLPCN library | multiplex microsphere protease substrate cleavage | inhibition, % at 10 µM | 360,000 tested, 0.17% active; also: plate controls were buffer without enzyme for full effect and enzyme alone for no effect
# MazEF act: activators of E. coli MazEF toxin-antitoxin RNase, primary screen, biochemical, fluorescence, uHTS; Endoribonuclease toxin MazF (Escherichia coli (strain K12)), P0AE70; FAM/BHQ RNA-DNA oligo cleavage fluorescence, 5 h; activation, % at 20 µM; 350,000 tested, 0.32% active; AID 504720, 2011; in the data active = activation above about 50%
# Target sequence (P0AE70 whole entry, looked up): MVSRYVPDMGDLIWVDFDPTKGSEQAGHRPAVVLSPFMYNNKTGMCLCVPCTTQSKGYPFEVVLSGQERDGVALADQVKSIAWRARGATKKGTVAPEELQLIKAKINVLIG
# Rv3671c inh: Rv3671c serine protease inhibitors, primary screen, biochemical, fluorescence polarization, M. tuberculosis H37Rv | P9WHR9 | inhibition, % at 5.96 µM | 320,000 tested, 0.048% active | AID 2606, 2010; in the data active = inhibition above about 38%;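 also: extracellular domain of Rv3671c used as enzyme; 0% = enzyme with DMSO and 100% = no enzyme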
# VHR inh abs: VHR1 phosphatase inhibitors, primary screen, biochemical, absorbance, uHTS; inhibition, % at 13.3 µM; recombinant VHR phosphatase, pNPP absorbance; 290,000 tested, 0.52% active; Dual specificity protein phosphatase 3 (Homo sapiens), P51452; in the data active = inhibition above about 50%; also: some compounds called inactive have numbers as strong as hits
# Target sequence (P51452 whole entry, looked up): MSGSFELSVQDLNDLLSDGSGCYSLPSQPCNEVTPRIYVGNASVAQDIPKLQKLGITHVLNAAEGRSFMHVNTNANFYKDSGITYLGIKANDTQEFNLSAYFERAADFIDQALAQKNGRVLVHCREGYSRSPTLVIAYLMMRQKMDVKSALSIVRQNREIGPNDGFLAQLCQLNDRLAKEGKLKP
# Anthrax LF inh2: Bacillus anthracis LF protease inhibitors, primary screen, biochemical, multiplex microsphere, MLPCN library. 360,000 tested, 0.12% active. inhibition, % at 10 µM. AID 588501, 2011. multiplex microsphere protease cleavage assay. Lethal factor (Bacillus anthracis), P15917; also: plate controls were buffer without enzyme for full effect and enzyme alone for no effect
# Target sequence (P15917 whole entry, looked up): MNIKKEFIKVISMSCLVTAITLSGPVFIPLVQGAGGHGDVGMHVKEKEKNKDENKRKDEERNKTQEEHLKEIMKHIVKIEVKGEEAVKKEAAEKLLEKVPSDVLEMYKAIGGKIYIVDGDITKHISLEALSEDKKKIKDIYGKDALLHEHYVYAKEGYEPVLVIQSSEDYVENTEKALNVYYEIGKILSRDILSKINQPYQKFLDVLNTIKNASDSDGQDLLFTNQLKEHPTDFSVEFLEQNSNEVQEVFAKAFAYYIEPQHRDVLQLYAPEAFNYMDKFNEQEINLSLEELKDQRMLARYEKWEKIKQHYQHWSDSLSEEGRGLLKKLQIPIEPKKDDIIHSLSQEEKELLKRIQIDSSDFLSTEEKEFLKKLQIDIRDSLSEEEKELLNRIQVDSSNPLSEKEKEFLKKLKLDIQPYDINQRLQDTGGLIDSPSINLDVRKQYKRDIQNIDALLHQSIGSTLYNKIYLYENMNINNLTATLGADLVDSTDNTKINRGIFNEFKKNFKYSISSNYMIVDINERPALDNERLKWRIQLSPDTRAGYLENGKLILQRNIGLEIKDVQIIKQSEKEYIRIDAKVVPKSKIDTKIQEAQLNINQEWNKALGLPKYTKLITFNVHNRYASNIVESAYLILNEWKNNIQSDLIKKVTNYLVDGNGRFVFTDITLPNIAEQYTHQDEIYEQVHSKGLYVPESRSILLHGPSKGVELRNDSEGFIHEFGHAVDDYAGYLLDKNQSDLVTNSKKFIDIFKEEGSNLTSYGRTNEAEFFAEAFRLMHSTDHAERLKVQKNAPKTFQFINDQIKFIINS
# Active calls of the source: *; ? = inconclusive; nt = not tested or not shown. Rule as the data show it, unless noted: active = inhibition above about 30%; inconclusive = no clear call, values can overlap the other calls; inactive = below that. A portion of the library; count on the stated rates, not on these rows.
SMILES,PrPC surface inh,SARS 3CLpro inh,SSB-PriA inh,CCHF vOTU inh,BoNT F protease,BoNT A protease,MazEF act,Rv3671c inh,VHR inh abs,Anthrax LF inh2
O=C(CSc1nc(=O)n2ccccc2n1)Nc1cccc2ccccc12,-8,nt,-9,-4,-6,-2.9,1,2,nt,-4
COc1ccc(-n2nc3c(c2NC(=O)C2CC(=O)N(c4ccccc4)C2)CS(=O)(=O)C3)cc1 (configuration not stated),4,2,5,4,9,3.1,6,2,6,-2
CCOC(=O)C1(C)CCCCN1C(=O)c1ccoc1 (configuration not stated),0,nt,nt,-8,-2,-0.6,nt,nt,nt,0
Cc1ccc(-c2csc3nc4cc(C(=O)NC5CCC(O)CC5)ccc4c(=O)n23)cc1 (configuration not stated),-5,nt,6,2,7,-0.1,14,-10,7,-8
CCN(C(=O)COC(=O)Cn1cnc2c1c(=O)n(C)c(=O)n2C)C1CCS(=O)(=O)C1 (configuration not stated),0,4,1,-4,-3,-0.9,9,-13,-4,-3
Cc1cccc(C(=O)NC2C(=O)NNC2c2ccc(Cl)cc2)c1 (configuration not stated),4,3,1,17,-8,-0.6,10,-26,11,-2
CCC(=O)Nc1ccc(N2CCCCC2)c(C(=O)Nc2ccccc2C)c1,5,4,8,-4,4,0.5,-6,-4,16,-1
Oc1ccc(Br)cc1-c1cc(-c2ccc(Cl)cc2)n[nH]1,-3,2,1,0,0,-0.6,-25,-191,-6,-3
CCCCN1CCc2c1nc1ccc(Br)cc1c2N,-7,1,9,-14,-3,3.6,25,-10,20,-2
Cc1cc(C)c(C#N)c(SCCS(=O)(=O)c2ccc(C(C)(C)C)cc2)n1,-3,3,-4,-2,2,-0.9,-7,0,19,-5
N#CCCN(CCC#N)c1nncs1,2,-3,-12,6,1,-0.2,6,2,-5,0
O=C(CCS(=O)(=O)c1ccc2c(c1)NC(=O)CS2)NCCc1ccc(Cl)cc1,3,0,-2,10,1,0.9,-1,-3,1,-2
COc1ccccc1N(C)S(=O)(=O)c1ccc(C(=O)OCC(=O)NCC(F)(F)F)cc1,-2,1,-8,4,-4,-0.5,2,-2,16,-7
Cn1cc(C(=O)c2ccccc2)cc1-c1nc2ccccc2n1C,-2,3,7,10,-8,0.8,-1,-1,-1,2
CC(Sc1nnc(-c2ccccc2F)o1)C(=O)Nc1ccc(N2CCOCC2)cc1 (configuration not stated),10,nt,-7,-6,18,5.7,-4,nt,nt,-4
C=C(C)C1CC=C(C)/C(=N\NC(=O)CCC(=O)Nc2ccc(C)c(C)c2)C1 (configuration not stated),0,-4,nt,-12,-18,-2.2,3,-3,-7,1
Nc1cc2ccncc2c2ccccc12,-1,3,-8,-190,-9,-0.1,-2,6,20,4
O=C(O)c1ccc2c(c1)C(=O)N(C(Cc1ccccc1)C(=O)O)C2=O (configuration not stated),0,-1,-18,7,-3,1.4,-2,0,8,2
CCOc1ccc(CCNC(=O)c2nccnc2C(=O)O)cc1OCC,-1,0,-5,-5,1,-0.3,7,2,-16,0
CS(=O)(=O)N1N=C(c2ccc(Br)cc2)CC1c1cccs1 (configuration not stated),4,-1,-19,-8,nt,nt,2,-2,-12,nt
Cc1cn([C@H]2C[C@H](O)[C@@H](CCC(=O)NCc3cccc4ccccc34)O2)c(=O)[nH]c1=O,-3,nt,nt,-4,-4,-0.1,nt,nt,nt,9
O=S(=O)(NC1=NCCCCC1)c1ccccc1Cl,3,-1,-1,1,-2,0.0,0,5,25,-2
O=C(Oc1ccc(F)cc1)c1ccc2c(=O)n3c(nc2c1)CCC3,-5,nt,5,-6,-8,-9.9,-1,-22,nt,1
Cc1ccc(N=C2NC(=O)/C(=C/c3cccn3C)S2)c(C)c1,-11,-2,16,5,0,-1.4,-8,7,9,-9
O=C(C[n+]1cccc(CNC(=O)c2ccc(OC(F)F)cc2)c1)Nc1ccc(F)cc1,-10,1,-19,3,0,0.4,10,8,14,2
SMILES,PrPC surface inh,SARS 3CLpro inh,SSB-PriA inh,CCHF vOTU inh,BoNT F protease,BoNT A protease,MazEF act,Rv3671c inh,VHR inh abs,Anthrax LF inh2
CCC(C)(C)n1nnnc1CN1CCC(NC(=O)c2ccc(Br)cc2)CC1,6,-1,-7,6,-12,-0.2,-2,5,-10,3
Cc1cc(NC(=O)c2ccccc2F)nc2c1c(=O)oc1ccccc12,-8,2,-3,-12,-4,-0.5,-8,-5,4,4
Cc1cccc(C)c1NC1=NCCCS1,11,6,2,-4,-8,-0.3,2,6,36,4
S=c1[nH]nc(CN2CCCCC2)n1-c1ccc(Cl)cc1,5,2,-7,16,-4,0.4,-2,0,-1,2
C=CCNC(=O)C12CC3CC(C1)CC(C(=O)NCC=C)(C3)C2,0,1,-4,-8,-12,-1.5,-17,-10,0,-4
CCc1ccc(C2CC(c3cccc(OC)c3)n3nc(N)nc3N2)cc1 (configuration not stated),1,nt,-15,6,-1,-1.1,8,2,-6,0
CCCCCCn1c(=O)[nH]c2nc3cc(N)c(C)cc3nc2c1=O,-14,0,-18,20,1,12,-292,nt,4,3
COc1ccc(-n2cnc3cc([N+](=O)[O-])ccc32)cc1,-21,6,-4,12,-1,0.1,0,nt,0,1
COc1ccc(C(C)=O)cc1COc1cccc2cccnc12,-2,-2,-2,-2,?,4.5,9,4,6,0
CCOC(=O)C1CCN(S(=O)(=O)c2cccc(-c3cn4ccccc4n3)c2)CC1,8,-7,6,3,-2,-0.1,2,-7,-1,-3
O=c1[nH]nc(CNc2ccc(O)cc2)c2ccccc12,-7,2,4,53*,2,-1.1,444*,40*,6,1
COc1ccc(C(=O)NC2=NCCS2)cc1S(=O)(=O)N1CCOCC1,1,nt,nt,-15,-2,-0.3,1,nt,nt,2
CCn1nc(C)c(Br)c1Nc1ccc(Br)cc1,-1,2,-4,-7,-7,-1.2,-3,2,24,3
COC(=O)c1cnc(N2CCCN(S(=O)(=O)c3ccccc3)CC2)nc1C(F)(F)F,-1,0,-6,13,nt,nt,8,-1,18,nt
CCOC(=O)NC(=O)COC(=O)c1ccc(O)cc1,0,1,-1,6,-3,-1.3,7,3,6,0
Cc1ccc(S(=O)(=O)/N=C(\N)Nc2nc(C)c3ccc(C)cc3n2)cc1,1,-7,nt,0,0,-0.1,-4,2,-1,-2
CN(c1ccc(C(=O)O)cc1)S(=O)(=O)c1ccccc1,4,0,1,6,-7,-0.4,0,8,1,1
Cc1cccc(NC(=O)CSCc2c(C)noc2C)c1C,9,-1,-12,11,-4,0.9,-5,4,-1,2
O=C(Nc1ccc(F)cc1)N(Cc1ccco1)Cc1cc2cc3c(cc2[nH]c1=O)OCO3,-8,-1,-12,-6,5,-0.1,34,-17,-18,0
COc1cc(CN2CCNC(=O)C2CC(=O)NC2CCCC2)cc(OC)c1 (configuration not stated),-2,4,11,-13,9,2.0,0,3,2,3
CCOc1ccc(N(CC(=O)NC2CCCCCC2)S(=O)(=O)c2c(C)[nH]c(=O)[nH]c2=O)cc1,0,-3,-8,-2,4,-1.0,-5,5,19,-5
CCC(C)(C)NC(=O)C(c1ccc(OC)cc1)N(C(=O)CCC(=O)Nc1cc(C)on1)c1ccccc1OC (configuration not stated),-1,2,-6,14,-1,-1.9,-2,1,10,-6
CC(=O)Oc1ccc2c(C)c(CC(C)O)c(=O)oc2c1 (configuration not stated),-7,2,-15,-299,-6,-0.4,5,2,36,-3
O=C(CN1C(=O)C2CC=CCC2C1=O)Nc1ccc(S(=O)(=O)NC2=NCCCCC2)cc1 (configuration not stated),-4,-5,-13,8,nt,nt,4,-6,5,nt
CC1CCC(NC(=O)c2cc(C3CC3)nn2-c2ccccc2)CC1 (configuration not stated),-4,nt,-15,13,0,-0.1,3,7,nt,1

# A draw from above in order of molar mass, rising.
SMILES,PrPC surface inh,SARS 3CLpro inh,SSB-PriA inh,CCHF vOTU inh,BoNT F protease,BoNT A protease,MazEF act,Rv3671c inh,VHR inh abs,Anthrax LF inh2
CN(c1ccc(C(=O)O)cc1)S(=O)(=O)c1ccccc1,4,0,1,6,-7,-0.4,0,8,1,1
O=C(CN1C(=O)C2CC=CCC2C1=O)Nc1ccc(S(=O)(=O)NC2=NCCCCC2)cc1 (configuration not stated),-4,-5,-13,8,nt,nt,4,-6,5,nt
CCC(C)(C)NC(=O)C(c1ccc(OC)cc1)N(C(=O)CCC(=O)Nc1cc(C)on1)c1ccccc1OC (configuration not stated),-1,2,-6,14,-1,-1.9,-2,1,10,-6

# (further entries)
SMILES,PrPC surface inh,SARS 3CLpro inh,SSB-PriA inh,CCHF vOTU inh,BoNT F protease,BoNT A protease,MazEF act,Rv3671c inh,VHR inh abs,Anthrax LF inh2
O=C(Cc1cccc(NC(=O)C2CCCN(C(=O)C3CCCC3)C2)c1)Nc1cccc(C(=O)N2CCCCC2)c1 (configuration not stated),14,nt,-3,16,1,0.0,4,nt,nt,0
O=C(Cc1ccccc1Cl)Nc1ccc(S(=O)(=O)N2CCOCC2)cc1,-1,nt,-8,4,3,2.2,-6,-5,nt,?
CC[n+]1ccccc1/C=C/Nc1ccccc1,-8,3,3,8,-2,0.2,7,-5,18,-3
O=C(COC(=O)COc1ccccc1)NCc1ccc2c(c1)OCO2,5,nt,-11,6,-3,-0.9,7,3,nt,-11
CCc1ccc(-n2c(O)c(/C=N/NC(=O)c3ccncc3)c(=O)[nH]c2=O)cc1,-7,0,nt,22,-2,-0.6,-16,-26,-8,0
Nc1nc(-c2ccccc2)[nH]c(=O)c1N=O,-8,-6,-4,8,-6,-1.5,2,-5,18,2
CC1CCc2c(sc(NC(=O)CSc3nc(N)cc(=O)[nH]3)c2C(N)=O)C1 (configuration not stated),10,nt,2,23,?,?,5,nt,nt,?
CCOC(=O)CC(=O)Nc1cc(Cl)ccc1O,2,2,7,5,1,0.4,6,4,-15,9
OCC[C@@H]1C[C@@H](O)[C@H](O)[C@]2(OCc3ccccc32)O1,11,-2,5,-1,-10,-0.2,6,-2,2,-3
CCOC(=O)C1CCCN(Cc2sccc2C)C1 (configuration not stated),nt,0,4,nt,-11,-0.9,4,3,18,-4
Cc1nn(Cc2ccccc2Cl)c2sc(C(=O)NCCCn3ccnc3)cc12,-16,-2,14,0,0,0.9,1,-11,5,-2
COc1ccc(CN2C3CCC2CC(NC(=O)c2cccc(F)c2)C3)cc1 (configuration not stated),-4,1,4,-5,9,1.6,9,12,12,-4
O=C(Nc1ccc(F)cc1)NC1(C(=O)NCc2ccco2)CCCCC1,-2,7,-3,-1,-2,0.4,3,1,30,-6
Cc1ccc(C2(C(F)(F)F)NC(=O)N3C(=C2C#N)Nc2ccccc23)cc1 (configuration not stated),5,1,-19,-5,-8,0.2,1,-23,-2,-1
O=[N+]([O-])c1ccc(-c2nnc(-c3ccccc3)c(NCCCO)n2)cc1,-47,-3,-1,11,5,-0.2,0,-4,-3,0

# Copied from the list:
# `Nc1nc(-c2ccccc2)[nH]c(=O)c1N=O` – PrPC surface inh: -8
# `O=C(COC(=O)COc1ccccc1)NCc1ccc2c(c1)OCO2` – CCHF vOTU inh: 6
# `Cc1nn(Cc2ccccc2Cl)c2sc(C(=O)NCCCn3ccnc3)cc12` – Rv3671c inh: -11
# `CCOC(=O)C1CCCN(Cc2sccc2C)C1` (configuration not stated) – Rv3671c inh: 3
# `Cc1ccc(C2(C(F)(F)F)NC(=O)N3C(=C2C#N)Nc2ccccc23)cc1` (configuration not stated) – Anthrax LF inh2: -1

# Assay outcomes (PubChem)
